GALR2 antag: GALR2 (human) receptor antagonism. O43603. GALR2-expressing cells, antagonist mode. inhibition, % at 4 µM. 140,000 tested, 0.39% active; in the data active = inhibition above about 27%;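 also: cells stimulated with galanin 1-16 at roughly its EC80; 0% = agonist challenge control and 100% = basal control without agonist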
Target sequence (O43603 whole entry, looked up): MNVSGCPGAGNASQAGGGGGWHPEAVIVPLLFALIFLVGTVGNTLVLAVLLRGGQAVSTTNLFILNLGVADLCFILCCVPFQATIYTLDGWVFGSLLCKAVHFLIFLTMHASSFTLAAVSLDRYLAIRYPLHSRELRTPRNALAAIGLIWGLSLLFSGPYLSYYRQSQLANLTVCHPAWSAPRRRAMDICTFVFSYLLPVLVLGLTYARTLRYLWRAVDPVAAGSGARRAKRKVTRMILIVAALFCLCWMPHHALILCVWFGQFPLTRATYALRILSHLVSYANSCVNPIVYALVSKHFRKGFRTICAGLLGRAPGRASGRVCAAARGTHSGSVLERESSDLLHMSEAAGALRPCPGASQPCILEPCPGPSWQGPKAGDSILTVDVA
Yeast lifespan up: extends the lifespan of yeast; S. cerevisiae growth with nicotinamide, OD615; deaD strain in restrictive glucose medium; inhibition of the nicotinamide effect, % at 10 µM; 130,000 tested, 0.68% active; AID 775;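 active = inhibition above a set limit, placed 3 SD over the median of all compounds, cut at about 26% in these data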;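 also: 0% = nicotinamide-treated wells and 100% = cells grown without nicotinamide; some compounds called inactive have numbers as strong as hits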
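Assay system: engineered S. cerevisiae DeaD replicative-lifespan strain, galactose-grown log-phase cells; medium: restrictive CSMM-D dextrose medium; also added: nicotinamide, 1.5 mM, co-present with compound; schedule: 48 h compound exposure at 30 °C, humidified; detection: absorbance at 615 nm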
PTEN del growth: PTEN-deleted cell growth suppression | viability, % at 10 µM | HCT116 PTEN-null viability, CellTiter-Glo, 60 h; hits give low values | 140,000 tested, 1.2% active;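 active = viability at or below a set limit, 4 SD under the median of all tested compounds, cut at about 3.7% in these data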;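 also: PTEN knockout HCT116 line with beta catenin targeted HCT116 as companion control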
Phagocytosis inh: inhibitors of macrophage phagocytosis. J774A.1 macrophage IgG-bead phagocytosis, imaging. inhibition, % at 5 µM. 110,000 tested, 0.07% active;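 active = inhibition above the mean of the plate negative controls plus 5 SD, cut at about 13% in these data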;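 also: phagocytic index as fraction of beads internalized from green versus red external bead signal; plate controls were DMSO negative control for no effect and cytochalasin-D positive control for full effect; some results beyond the cut were filed as inactive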
NPY Y2 blocker: blocks the human neuropeptide Y Y2 receptor; inhibition, % at 2.7 µM; AID 793; P49146; NPY-Y2 expressing cells, antagonist mode; 140,000 tested, 0.99% active; in the data active = inhibition above about 17%;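 also: 0% = vehicle with agonist challenge and 100% = reference antagonist with challenge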
Target sequence (P49146 whole entry, looked up): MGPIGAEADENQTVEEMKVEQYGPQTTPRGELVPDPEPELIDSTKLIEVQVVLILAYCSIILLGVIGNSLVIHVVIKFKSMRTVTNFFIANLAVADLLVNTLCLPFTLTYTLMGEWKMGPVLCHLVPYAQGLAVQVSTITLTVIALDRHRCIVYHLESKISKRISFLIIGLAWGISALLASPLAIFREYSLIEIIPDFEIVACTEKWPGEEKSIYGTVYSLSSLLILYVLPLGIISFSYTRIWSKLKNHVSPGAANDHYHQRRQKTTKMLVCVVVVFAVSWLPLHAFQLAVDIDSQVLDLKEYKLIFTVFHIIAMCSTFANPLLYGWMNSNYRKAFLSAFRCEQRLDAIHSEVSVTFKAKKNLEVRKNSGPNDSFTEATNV
BB579 growth dn: chemicals that inhibit yeast BB579 growth in restrictive medium (lifespan-shortening candidates). S. cerevisiae BB579 growth, OD615, 48 h. inhibition, % at 10 µM. 140,000 tested, 0.51% active. AID 804;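 active = inhibition above a set limit, 3 SD over the mean compound inhibition, cut at about 44% in these data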; also: inactives centre near -24
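Assay system: S. cerevisiae DeaD strain BB579 yeast. Medium: CSMM-D restrictive synthetic medium containing dextrose (glucose). Times: 4 h cell preincubation, 48 h compound exposure, 30 °C humidified. Signal: OD615 turbidity measurement. Benchmarks: positive control amphotericin B 10 µg/mL.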
Measles CPE: protection of cells from measles virus; Measles virus-infected cells, CPE protection, absorbance; protection (pct of control), % at 4 µM; 140,000 tested, 1.5% active; AID 841; in the data active = protection mostly above about 24%, no sharp cut-off; inactive = mostly below about 26%; also: some compounds called inactive have numbers as strong as hits
MRP1 act: activates MRP-1; H69AR cells + doxorubicin, viability rescue, CellTiter-Glo; viability increase, % at 10 µM; 140,000 tested, 0.61% active; AID 799;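 active = viability gain under doxorubicin at or above a set limit, the compound median plus 3 SD, cut at about 4.7% in these data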;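 also: MRP-1 overexpressing cells given doxorubicin 25 µM after compound pretreatment; 18-22 h compound pretreatment then 72 h with doxorubicin before readout; 0% = doxorubicin-only wells and 100% = vehicle-treated cells without doxorubicin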
bCat KO growth: beta-catenin-lacking colon tumor cell growth suppression | HCT116 beta-catenin knockout viability, CellTiter-Glo, 60 h; hits give low values | viability, % at 10 µM | 140,000 tested, 1.5% active | AID 818;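 active = viability at or under a set limit, the compound median less 4 SD, cut at about 6% in these data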;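 also: 0% = Hyamine 1622 control at 20 µM and 100% = untreated cell control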
E-sel TNF inh: blocks E-selectin expression induced by TNF alpha. HUVEC TNFa-induced E-selectin immunofluorescence, high content. inhibition, % at 2 µM. 120,000 tested, 0.71% active. AID 1246;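 active = inhibition above the batch mean plus 3 SD, and confirmed as a hit on visual image review, cut at about 43% in these data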;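 also: 0% = TNF-stimulated DMSO wells and 100% = unstimulated control wells; not every result past the cut was called active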
An asterisk follows results filed as active; . = no result given.

SMILES	GALR2 antag	Yeast lifespan up	PTEN del growth	Phagocytosis inh	NPY Y2 blocker	BB579 growth dn	Measles CPE	MRP1 act	bCat KO growth	E-sel TNF inh
CCCP(=O)(CC(=O)N(CC)CC)c1ccccc1 (stereo not given)	2	-8	93	-2	1	-28	35	0.6	85	.
Cc1ccc(-c2csc(NC(=O)Cn3cnc4c3c(=O)n(C)c(=O)n4C)n2)cc1C	1	-7	80	2	0	-39	7	-3.7	81	2
Cc1nn(-c2ccccc2)c2sc(C(=O)N(Cc3ccco3)C(C)C(=O)NC(C)(C)C)cc12 (stereo not given)	4	-3	12	-1	-1	-33	16	-3.5	16	-20
O=C(NCCC1=CCCCC1)C1CCCN(c2nc3ccccc3o2)C1 (stereo not given)	4	-16	88	.	5	-22	11	-2.4	75	.
Cc1ccc(-c2nn(-c3ccccc3)cc2/C=C(\C#N)C(=O)NCc2ccccc2)cc1	4	2	72	-1	2	-24	3	-4.5	72	-46
O=C(COC(=O)c1c2c(nc3ccccc13)CCN(Cc1ccccc1)C2)Nc1c(F)cccc1F	15	3	32	-4	7	-1	18	-2.3	37	-6
C[n+]1ccc(/C=C/c2c[nH]c3ccccc23)cc1	1	-1	95	-3	2	3	5	-2.5	100	10
CCC(Oc1ccccc1)C(=O)NCc1ccc(S(N)(=O)=O)cc1 (stereo not given)	-4	-1	101	-5	-1	8	2	1.0	92	.
O=C(COc1ncnc2ccccc12)N1CCOCC1	9	-1	104	1	0	-46	24	1.1	96	23
COc1ccc([N+](=O)[O-])cc1NS(=O)(=O)c1ccccc1	4	-1	93	-5	-1	1	22	-0.6	97	.
COc1cc2c(cc1OC)CN(Cc1cc(=O)oc3cc(C)c(C)cc13)CC2	-7	-3	81	-1	8	-42	6	-4.2	81	.
FC(F)(F)c1cccc(-c2cc3ccccc3nc2N2CCCC2)c1	14	-9	83	-1	4	-48	7	-1.1	88	-3
Cc1nc2nc(C)c(CCC(=O)NCc3ccc4c(c3)OCO4)c(C)n2n1	5	-6	98	0	-2	-35	8	-0.6	107	6
CCN(CC)S(=O)(=O)N1CCC(C(=O)NCc2ccc(C)cc2)CC1	-1	-2	82	0	0	-11	1	-0.7	92	-6
O=C1CCC(C(=O)NC2(C(=O)NC3CCCCC3)CCCCC2)N1 (stereo not given)	-18	-16	96	-2	1	-26	23	-1.6	96	.
Cc1ccc2[nH]cc(C(=O)NCc3cccs3)c(=O)c2c1	2	.	66	.	-1	-41	4	2.0	67	-9
Cc1ccc(NC(=O)C2CCCN(S(=O)(=O)c3c(C)noc3C)C2)c(C)c1 (stereo not given)	-3	-1	95	-2	-2	-2	9	-2.4	91	.
Cc1ccc2cc(CCNC(=O)C3CCCC3)c(=O)[nH]c2c1	9	-8	87	-1	2	6	3	-0.3	93	-18
COc1ccc(C2CC(=O)c3cnc(Nc4cc(C)cc(C)c4)nc3C2)cc1 (stereo not given)	4	-7	53	.	4	-26	4	-2.2	53	0
O=C1c2ccccc2C(=O)N1c1ncc(Cc2ccc(Cl)cc2)s1	-7	47*	79	-8	5	-2	5	-0.1	80	7
O=[N+]([O-])c1cc(/C=N/N2CCN(c3ccccc3)CC2)ccc1Cl	1	8	99	1	7	-46	23	0.9	105	-8
Cc1snc(SCC(=O)N/N=C(\N)COc2cccc(C(F)(F)F)c2)c1C#N	0	-10	101	.	1	-24	7	-2.9	115	-22
Cc1ccc(C)c(NC(=O)C2CCCN2S(=O)(=O)c2ccc3c(c2)n(C)c(=O)c(=O)n3C)c1 (stereo not given)	3	-1	99	.	1	-22	4	-2.4	90	13
COc1ccc2ccccc2c1/C=N\n1c(C)cc(C)c(C(N)=O)c1=O	8	-19	102	.	2	-37	5	-0.2	113	.
Cc1cc(C)nc(NC(=O)C(C)C)n1	-3	-5	94	-1	0	-18	2	-1.8	99	-61
Nc1c(C(=O)NCc2ccco2)c2nc3ccccc3nc2n1CCc1ccc(F)cc1	-13	-14	26	0	-1	-56	-2	-4.9	28	5
COCCCn1cc(C(=O)c2cc(OC)ccc2OCC(=O)Nc2cc(C)on2)cc(C#N)c1=O	8	-3	85	-4	-1	-13	10	-3.4	95	-29
CCOC(=O)C1CCN(c2c([N+](=O)[O-])c(C(Cl)Cl)nn2-c2ccccc2)CC1	-7	2	78	-1	2	-17	10	-1.4	84	.
Cc1ccc(OC(=O)Cn2c(C(F)(F)F)nc3ccccc32)cc1	-13	-3	99	1	11	-35	4	-4.3	94	17
O=C1CC2(CCCC2)CC(=O)N1CCCCN1CCN(c2ncccn2)CC1	5	8	98	.	0	-19	13	-1.3	97	.
CCCN(CCC)S(=O)(=O)c1ccc(C(=O)Nc2nnc(-c3cccc(OC)c3)o2)cc1	3	-1	10	0	3	-8	13	-3.5	10	.
Nc1nc(CN2CCN(Cc3ccccc3)CC2)nc(Nc2ccc3c(c2)OCCO3)n1	-2	-6	69	0	1	-29	5	-3.4	71	5
COc1ccc(Nc2nnc(SCC(=O)Nc3cc(C)on3)s2)cc1	-3	-11	47	-1	2	-42	19	-1.9	87	9
O=C1C2C(c3ccccc3)=NN(c3ccccc3)C2C(=O)N1c1ccccc1 (stereo not given)	8	15	94	-6	1	-23	7	0.1	98	-59
O=C(c1ccc(Cl)s1)N1CCCC1	6	-18	100	0	-1	-20	7	-2.0	99	2
O=C(Nc1ccc(Cl)c(Cl)c1)C1CC(=O)N(c2ccc(Br)cc2)C1 (stereo not given)	0	.	44	.	2	-43	14	-3.9	38	-11
O=C1CC(c2ccccc2)n2nc(NC(=O)c3cccs3)nc2N1 (stereo not given)	-6	-3	113	2	1	-13	10	0.0	105	.
COCCn1c(C)cc(C(=O)COC(=O)c2c(C)nn(Cc3ccccc3)c2C)c1C	-5	-8	77	0	6	-33	7	-0.6	94	.
COc1ccc(N2C(=O)C(Cl)=C(Nc3ccccc3O)C2=O)cc1	-3	-10	78	0	8	-25	10	-1.3	77	-15
CCCc1cc(=O)[nH]c(SCC(=O)N2CCC(C(=O)OCC)CC2)n1	4	2	107	1	-1	-83	5	-0.8	101	-2

For reference, 10 of the compounds above:
SMILES	GALR2 antag	Yeast lifespan up	PTEN del growth	Phagocytosis inh	NPY Y2 blocker	BB579 growth dn	Measles CPE	MRP1 act	bCat KO growth	E-sel TNF inh
CCCP(=O)(CC(=O)N(CC)CC)c1ccccc1 (stereo not given)	2	-8	93	-2	1	-28	35	0.6	85	.
Cc1ccc(-c2csc(NC(=O)Cn3cnc4c3c(=O)n(C)c(=O)n4C)n2)cc1C	1	-7	80	2	0	-39	7	-3.7	81	2
Cc1nn(-c2ccccc2)c2sc(C(=O)N(Cc3ccco3)C(C)C(=O)NC(C)(C)C)cc12 (stereo not given)	4	-3	12	-1	-1	-33	16	-3.5	16	-20
O=C(NCCC1=CCCCC1)C1CCCN(c2nc3ccccc3o2)C1 (stereo not given)	4	-16	88	.	5	-22	11	-2.4	75	.
Cc1ccc(-c2nn(-c3ccccc3)cc2/C=C(\C#N)C(=O)NCc2ccccc2)cc1	4	2	72	-1	2	-24	3	-4.5	72	-46
O=C(COC(=O)c1c2c(nc3ccccc13)CCN(Cc1ccccc1)C2)Nc1c(F)cccc1F	15	3	32	-4	7	-1	18	-2.3	37	-6
C[n+]1ccc(/C=C/c2c[nH]c3ccccc23)cc1	1	-1	95	-3	2	3	5	-2.5	100	10
CCC(Oc1ccccc1)C(=O)NCc1ccc(S(N)(=O)=O)cc1 (stereo not given)	-4	-1	101	-5	-1	8	2	1.0	92	.
O=C(COc1ncnc2ccccc12)N1CCOCC1	9	-1	104	1	0	-46	24	1.1	96	23
COc1ccc([N+](=O)[O-])cc1NS(=O)(=O)c1ccccc1	4	-1	93	-5	-1	1	22	-0.6	97	.

New compounds follow:
SMILES	GALR2 antag	Yeast lifespan up	PTEN del growth	Phagocytosis inh	NPY Y2 blocker	BB579 growth dn	Measles CPE	MRP1 act	bCat KO growth	E-sel TNF inh
CCCC1=NN2C(=N)/C(=C\c3cc(C)n(-c4cccc(C)c4)c3C)C(=O)N=C2S1	0	0	92	-5	2	-17	6	4.6	91	.
Cc1cc(C)c2nc(NC(=O)[C@@H](NC(=O)c3cccc(S(=O)(=O)N4CCOCC4)c3)C(C)C)sc2c1	3	1	62	3	1	-28	4	-4.5	66	-14
O=C(Cn1c(SCC(=O)N2CCc3ccccc32)nc2ccccc21)NC1CCCC1	18	.	93	.	0	-29	5	-2.5	94	-18
COC(=O)C1C(=O)/C(=C(/C)N2CCCC2)C(=O)CC1(C)C (stereo not given)	5	-6	96	2	1	-17	18	1.1	90	15
CC(C)c1ccc(OCC(O)Cn2cnc3ccccc32)cc1 (stereo not given)	16	-31	85	-1	1	0	3	-0.3	46	7
CC(C)NC(=O)c1onc(CSc2cccc(Cl)c2)c1C(=O)O	3	-2	97	.	3	-33	20	-1.1	93	17
O=C(NC1CCCCCC1)c1ccccc1-c1ccccc1	-3	8	74	2	8	-29	5	-2.2	84	27
O=C(CSc1nnc(-c2ccco2)n1Cc1ccccc1)NC(=O)NCc1ccccc1	-5	-2	86	0	8	-55	8	-0.9	88	0
COc1ccc(Nc2nc3ccccc3n3nnnc23)cc1	9	-11	99	0	1	-15	11	-0.7	91	-8
CCN(CC)CCNC(C(=O)Nc1ccc([N+](=O)[O-])cc1Br)c1ccccc1 (stereo not given)	6	15	72	-1	5	-41	14	-1.7	67	.
COc1ccc(OCC(O)CN2CCN(Cc3ccc4c(c3)OCO4)CC2)cc1 (stereo not given)	1	9	89	-1	5	-46	4	-0.5	89	.
CC1CCN(C(=S)c2ccc([N+](=O)[O-])cc2)CC1	-8	2	84	-4	3	-37	7	-1.6	90	4
CC(=O)N1CC=C2C(C#N)=C(N)C(C#N)(C#N)[C@H](c3ccoc3)[C@H]2C1	4	-3	82	0	0	-35	7	-3.6	86	10
N/C(Cc1cccs1)=N\OC(=O)COc1ccc(Br)cc1Cl	-4	-13	88	.	6	-53	5	-3.5	93	6
O=C(CCS(=O)CCC(=O)NCc1ccccc1)NCc1ccccc1	0	-11	101	0	0	-28	19	-1.2	95	.
Cc1cc(C)n(C(=O)c2cccc(S(=O)(=O)N3CCCC3)c2)n1	-1	0	108	-1	0	-38	19	-0.3	103	-3

An excerpt from above with just bCat KO growth:
| canonical_smiles | bCat KO growth |
| --- | --- |
| CC(C)c1ccc(OCC(O)Cn2cnc3ccccc32)cc1 (stereo not given) | 46 |
| CC(C)NC(=O)c1onc(CSc2cccc(Cl)c2)c1C(=O)O | 93 |
